# Vif imaging = HIV Vif inhibition | inhibition, % at 7.49 µM | 340,000 compounds, 0.35% hits | AID 602346 | HEK293T cells, Vif self-association by quenched fluorescence, imaging, 24 h; in the data active means inhibition above about 50%, passing the limit was not always enough; inconclusive means no clear call, values can overlap the other calls; inactive means below about 31%; further: some results filed as inactive read as strong as hits
# aDG glyco up = increases alpha dystroglycan glycosylation. Pro5-aDG cells, alpha-DG glycosylation AlphaScreen (IIH6); 0% Pro5, 100% B10-LARGE cell signal. activation, % at 10 µM. AID 624168. 360,000 compounds, 0.22% hits;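 active means activation of at least 8% versus controls, or a plate z-score of at least 8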;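 further: Pro5 are CHO cells carrying HIG-tagged alpha-DG that lacks glycosylation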
# ABCB6 inh 2 = human ABCB6 transporter inhibition; Q9NP58; K562-ABCB6 porphyrin accumulation, flow cytometry, 1 h; stronger effect = lower value; fluorescence ratio to DMSO, % at 10 µM; 360,000 compounds, 0.19% hits; AID 602162;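 active means fluorescence ratio to DMSO below 75%, the collection mean minus 3 SD; inconclusive means too few cells collected in the well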;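 further: signal is porphyrin accumulated inside mitochondria; 100% equals median channel fluorescence of DMSO control wells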
# MC4R barr agon = agonists of human melanocortin 4 receptor (MC4R) beta-arrestin. 360,000 compounds, 0.98% hits. U2OS MC4R beta-arrestin complementation, luminescence; percent of melanotan II response, DMSO zero. P32245. AID 540308. activation, % at 8.9 µM;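 active means activation above a per-plate cutoff, the mean activation of sample wells on that plate plus 3 SD, cut at about 8% in these data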
# H9c2 protect = modulators protecting cardiomyocytes from myocardial damage. AID 588492. 360,000 compounds, 0.63% hits. protection from H2O2 cell death, % at 20 µM. H9c2 cardiomyocytes, H2O2 injury protection, ATPLite, 2 h;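 active means compounds giving at least 50% protection of heart cells from peroxide-induced death in the single-dose screen, raw or plate-pattern-corrected value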;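 further: 0% = DMSO wells with peroxide and 100% = DMSO wells without peroxide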
# MC4R antag cAMP = blocks human MC4R cAMP signaling; P32245; MC4R-expressing cells, MTII-stimulated cAMP, LANCE TR-FRET; inhibition, % at 6.5 µM; 360,000 compounds, 0.48% hits;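 active means inhibition above its plate's cutoff, the mean of tested wells on that plate plus 3 SD, cut at about 29% in these data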;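 further: 0% = Melanotan II alone and 100% = Melanotan II plus saturating MCL0020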
#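 System: U2OS cells stably expressing human melanocortin 4 receptor (MC4R). Reagent: Melanotan II challenge after compound preincubation. Doses: 6.5 µM. Times: 30-min compound, 1-h challenge, 1-h detection, room temperature. Measured by: TR-FRET with Eu-cAMP and labeled anti-cAMP, 671 nm. Replicates: singlicate.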
# CaV13 ICDI inh = Primary screen for inhibitors of IQ motif and Ca2+-dependent inactivation inhibitor domain binding in CACNA1D, Förster resonance energy transfer in living cells, … | HEK cells, CFP/YFP FRET ICDI-IQ, plate reader, 10 min; percent FRET-ratio fall versus neutral wells | 340,000 compounds, 0.098% hits | inhibition, % at 12.3 µM | AID 743397;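 active means mean replicate inhibition of at least 30% and at least 1% of replicates passing that level; inconclusive means only one of the two criteria is met; inactive means neither criterion is met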;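 further: 0% = median of the neutral control wells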
# N-glyco inh = N-linked glycosylation inhibition; AID 588692; D54 ERlucT glycosylation luciferase reporter, 24 h; percent of 100 nM tunicamycin response; reporter increase, % at 12.5 µM; 360,000 compounds, 0.23% hits;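 active means mean luciferase reporter signal, scaled so untreated is 0 and the glycosylation-blocking control 100, at or above a set limit in every replicate; inconclusive means mean reaches the limit but not every replicate does; inactive means mean below the limit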;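 further: luciferase carries N-glycosylation sites so blocking glycosylation raises the light; 0% = median of neutral control wells and 100% = median of 100 nM tunicamycin wells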
# PDI turbidity = PDI (human) enzyme inhibition; PDI insulin aggregation turbidity, A650, 90 min; 350,000 compounds, 0.052% hits; inhibition, % at 10 µM;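 active means mean inhibition across replicates of 30% or more, whatever share of single replicates reach that level; inconclusive means mean inhibition below 30% while every single replicate reaches 30%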;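 further: absorbance from insulin aggregation driven by PDI reduction with DTT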
# Target sequence (P07237 whole entry, looked up): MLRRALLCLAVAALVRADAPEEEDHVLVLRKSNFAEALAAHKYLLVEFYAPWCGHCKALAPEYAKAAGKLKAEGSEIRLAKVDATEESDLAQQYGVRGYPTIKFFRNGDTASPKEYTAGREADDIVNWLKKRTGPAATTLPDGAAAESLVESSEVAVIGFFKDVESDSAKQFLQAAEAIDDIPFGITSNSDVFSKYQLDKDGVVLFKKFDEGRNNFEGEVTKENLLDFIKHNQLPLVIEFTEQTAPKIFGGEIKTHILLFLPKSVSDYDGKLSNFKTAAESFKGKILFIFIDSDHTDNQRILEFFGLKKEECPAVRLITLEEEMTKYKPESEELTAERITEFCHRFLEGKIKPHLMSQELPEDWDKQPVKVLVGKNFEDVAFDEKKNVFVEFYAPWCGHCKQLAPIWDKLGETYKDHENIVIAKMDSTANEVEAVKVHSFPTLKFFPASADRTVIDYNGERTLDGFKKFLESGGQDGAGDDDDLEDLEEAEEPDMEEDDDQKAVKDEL
# m5-HT2A agonist = mouse HTR2A agonism via beta-arrestin recruitment; P35363; AID 624169; CHO-K1 mHTR2A beta-arrestin complementation, luminescence; percent of 30 µM serotonin response; 360,000 compounds, 0.66% hits; activation, % at 7.6 µM;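 active means activation above a run cutoff, the mean activation of all tested compounds plus 3 SD, cut at about 14% in these data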;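 further: 0% = plate median of compound wells and 100% = 30 µM serotonin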
# Target sequence (P35363 whole entry, looked up): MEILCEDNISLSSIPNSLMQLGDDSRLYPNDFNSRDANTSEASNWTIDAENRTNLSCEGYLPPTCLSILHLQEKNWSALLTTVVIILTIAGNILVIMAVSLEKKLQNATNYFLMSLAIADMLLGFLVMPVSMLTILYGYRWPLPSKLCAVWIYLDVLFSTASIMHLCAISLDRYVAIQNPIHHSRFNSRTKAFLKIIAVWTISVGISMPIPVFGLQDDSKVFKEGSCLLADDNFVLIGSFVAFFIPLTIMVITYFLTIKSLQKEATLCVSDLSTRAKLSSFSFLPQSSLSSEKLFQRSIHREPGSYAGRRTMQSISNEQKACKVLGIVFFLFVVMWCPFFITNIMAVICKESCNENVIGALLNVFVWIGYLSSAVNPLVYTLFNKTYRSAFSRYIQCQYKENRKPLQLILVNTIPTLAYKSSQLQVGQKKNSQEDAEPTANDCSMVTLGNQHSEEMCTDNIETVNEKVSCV
# * marks the source's active call; other numbers are inactive results; u = inconclusive; x = not tested or not shown.
SMILES	Vif imaging	aDG glyco up	ABCB6 inh 2	MC4R barr agon	H9c2 protect	MC4R antag cAMP	CaV13 ICDI inh	N-glyco inh	PDI turbidity	m5-HT2A agonist
Cc1ccc(NC(=O)COc2nsnc2N2CCOCC2)cc1Cl	4	0.1	103	0.1	-3	6	-3	1	-2	2
CC1=C(C(=O)N2CCCCCC2)CC(CC(=O)NCc2cccc3ccccc23)C(=O)N1CCC1=CCCCC1 (centres undefined)	x	0.1	99	x	x	x	-14	x	x	-5
CN1/C(=C\C(=O)C[n+]2ccc(C(=O)c3ccccc3)cc2)C(C)(C)c2ccccc21	x	-0.3	171	-2.6	-18	9	-7	2	2	-7
Cc1ccc(N(Cc2ccccc2)C(=O)c2cc(S(=O)(=O)N3CCOCC3)ccc2C)cc1	x	0.2	96	-2.5	5	5	-2	-3	5	-1
Fc1ccccc1OCC1CCCN(Cc2nc(CC3CC3)no2)C1 (centres undefined)	22	0.1	98	-3.0	1	16	-5	1	-1	-5
Cc1cc(C)cc(NC(=S)Nc2cccc3cnccc23)c1	-4	3.7	100	0.1	18	-2	-2	5	-20	0
CNc1cc(-c2cc(OC)ccc2OC)ncn1	-11	0.0	97	0.8	3	6	-4	3	-2	-5
CC(=O)c1c(C)[nH]c(C(=O)CN2C(=O)NC(C)(C)C2=O)c1C	11	-0.2	96	0.8	1	22	-5	2	-4	5
O=C(CN1CCN(C(=O)C2CCCO2)CC1)Nc1ccc(Cl)c(Cl)c1 (centres undefined)	-7	0.1	95	-3.4	2	-2	-3	-1	-4	-2
CC(C)(C)c1ccc(/C=N/OCC(=O)NCc2ccccc2)cc1	1	0.3	91	1.1	-6	-10	-3	-1	5	-5
Nc1ccc2c(c1)-c1ccccc1S(=O)(=O)N2	8	-0.1	97	1.9	-3	-12	-13	1	3	6
COc1cccc(NC(=O)CN(C)C(=O)Cc2ccc3c(c2)CCC3)c1	-3	0.6	98	-1.6	5	3	-15	3	-4	-7
CC(C)Cn1c(N)c(C(=O)COC(=O)c2ccncc2)c(=O)n(C)c1=O	-7	0.1	95	3.3	-13	-3	-2	-1	-3	4
O=C1CS/C(=N/N=C/c2ccccc2)N1c1ccc(O)cc1	-3	-0.2	96	-0.9	0	5	-6	-2	-3	8
CCN1CCN(CCCN(Cc2ccco2)C(=S)Nc2cccc(Cl)c2C)CC1	-3	0.1	108	5.1	1	8	-7	0	2	-9
CCN(CC)S(=O)(=O)c1ccc(/C=C/C(=O)OCC(=O)Nc2cccc3ccccc23)cc1	-7	0.0	101	1.7	-2	24	-3	1	-2	2
COc1ccc(/C=C/C(=O)NCCOc2ccc(C)cc2)cc1	-1	0.3	105	-0.7	-5	4	-6	3	-2	-7
CCn1c(C)c(CS(=O)(=O)c2ccccc2)[nH]c1=O	0	0.2	103	2.0	-22	5	14	1	-7	1
OC(c1ccccc1)c1ncc(-c2ccc(C(F)(F)F)cc2)[nH]1 (centres undefined)	-5	1.1	93	-1.3	-10	-1	-6	-1	13	-6
Cc1ccc(CN(c2ccc(C(=O)Nc3cccnc3)cc2)S(C)(=O)=O)cc1	2	0.1	105	-0.4	0	11	-8	0	24	-1
NS(=O)(=O)c1ccc(CCNC(=O)CNC(=O)c2ccccc2Br)cc1	0	0.0	104	2.5	4	5	-5	-1	-8	-3
C=CCSC1=N/C(=C\c2ccc(C)o2)C(=O)S1	-10	0.0	110	-2.7	36	2	-4	5	5	-2
CCOC(=O)C1=C(C)NC(=O)NC1c1cn(-c2ccccc2)nc1-c1cccs1 (centres undefined)	2	-0.1	100	-0.2	6	9	-8	0	7	0
CN(C)CCOc1ccc(-c2c(-c3ccsc3)sc3ccccc23)cc1	-6	3.1	94	13*	-12	12	-11	-7	16	-4
COc1ccc(N2CC(C(=O)NCCc3ccc(OC)c(OC)c3)CC2=O)cc1 (centres undefined)	3	-0.2	101	1.9	3	11	-6	0	2	2
O=c1/c(=C\c2cccc(O)c2)sc2nc(-c3ccccc3)c(-c3ccccc3)n12	-6	0.2	104	x	8	x	-6	1	-8	x
CC(=O)Nc1ccc(C2=NN(C)C(=NCc3ccccc3)SC2)cc1	-4	0.4	89	-2.4	-13	-9	-5	5	4	-4
COCCNC(=O)CN(CCc1ccccc1)S(=O)(=O)c1ccc(OC)cc1	2	0.3	101	-0.8	6	9	-7	0	-7	-3
Cc1cc2nccc(-c3ccc(OCCCF)cc3)n2n1	5	0.2	99	1.1	6	17	-20	-1	7	-10
Cc1cc(Cl)ccc1OC(C)C(=O)Nc1ccc(S(=O)(=O)N2CCOCC2)cc1 (centres undefined)	-5	0.4	94	0.4	-8	5	x	-6	8	-6
CN(Cc1ccccc1)C(=O)Cn1nnc(-c2ccccc2)c1COc1ccccc1	-7	-0.2	92	0.2	-7	7	-15	-4	13	5
COc1ccc(CN(C(=O)c2ccccc2Br)C2CCS(=O)(=O)C2)cc1 (centres undefined)	7	0.2	103	0.0	5	-1	-6	1	x	-4
Cc1ccc(OCCSc2nnc(NC(=O)c3ccco3)s2)cc1	-3	0.3	94	-0.2	-6	6	-2	2	9	0
O=C(NCC(=O)N1CCN(c2ccc(C(F)(F)F)cn2)CC1)c1ccc(Br)o1	x	0.7	100	-0.6	-5	-2	-5	-1	-1	8
Cc1ccc(OCCC(=O)OCC(=O)Nc2ccccc2)cc1	0	0.0	99	1.5	-4	-1	-3	0	-6	17*
O=C(c1ccco1)N1CCN(Cc2cc(=O)c(OCc3ccc([N+](=O)[O-])cc3)co2)CC1	2	-0.1	99	-1.0	17	11	-14	0	-1	-2
COc1ccc(/C=C2\Sc3ccc(C(=O)NCCCN4CCCC4)cc3N(C)C2=O)cc1OC	12	-0.2	78	-0.6	-2	-24	-6	-4	u	-10
COc1ccccc1-n1c(SCC(=O)N2CCOCC2)nc(O)c(Cc2ccccc2)c1=O	1	-0.2	98	3.3	0	-4	-4	0	9	6
NC(=O)CSc1nnc(COc2ccccc2)n1CCc1ccccc1	5	0.1	101	1.1	6	8	-4	0	-5	-1
Cc1coc2c(C)c3oc(=O)c(CCC(=O)NCCN4CCOCC4)c(C)c3cc12	-12	0.0	99	0.7	0	4	x	0	x	-9
CCN(c1ccc(OC)cc1)S(=O)(=O)c1nnc(NC(=O)COc2ccc(F)cc2)s1	-1	-0.1	98	-0.2	-8	7	-16	-1	7	3
Cn1c2c(c(=O)[nH]c1=O)C(c1cccc(O)c1)C1=C(N2)c2ccccc2C1=O (centres undefined)	19	-0.3	104	-0.9	33	-5	-4	9	-2	-1
Cc1cc(-c2csc(NC(=O)c3ccc(=O)[nH]c3)n2)c(C)n1Cc1ccccc1	12	0.6	98	-1.9	-4	0	-6	-1	-12	-4
CC(C(=O)NCC1CCCCC1)N1CCc2ccccc2C1 (centres undefined)	-17	-0.3	99	-0.7	-6	0	0	-1	-4	2
COc1cc(/C=N/S(=O)(=O)CCc2ccccc2)ccc1O	2	-0.2	100	0.7	2	9	-2	1	-3	5
Cn1ccnc1C(=O)c1ccc(Cl)c(S(=O)(=O)N2CCOCC2)c1	18	0.0	100	-0.9	4	6	-5	0	-1	-2
Cc1noc(C)c1C(=O)N1CCN(S(=O)(=O)c2cccc(Cl)c2Cl)CC1	2	1.0	94	2.1	-1	6	-16	1	0	3
COc1ccccc1CNC(=O)c1ccc(OCc2c(C)noc2C)c(OC)c1	-3	0.0	97	-1.5	-2	1	-5	2	-7	3
Cc1cc(C)nc(NC(=O)c2ccc(Br)cc2)n1	28	-0.1	100	-0.1	1	4	-19	-1	-2	-6
CN=C(Nc1cc(C)nn1-c1ccccc1)c1ccccc1F	2	0.1	97	-1.1	1	2	-8	0	17	1
O=C(NCc1ccncc1)C(=O)NCC1OCCN1S(=O)(=O)c1cc(F)ccc1F (centres undefined)	4	-0.1	96	-1.7	1	4	x	1	1	1
CCOC(=O)c1c(C)n(CCO)c2ccc(O)cc12	2	-0.3	107	1.0	3	0	-5	0	-2	-3
Cn1c(=O)c2c(nc(N3CCOCC3)n2CCCNC2=NCCC2)n(C)c1=O	-6	-0.2	92	-2.2	6	-3	-5	0	5	1
CCN(c1ccccc1)S(=O)(=O)c1ccc(F)cc1C	-16	-0.2	90	-1.1	-3	5	-1	-1	-1	-2
CC(C)c1nn2c(=O)cc(COc3cccc(NC(=O)c4ccco4)c3)nc2s1	7	0.1	102	-1.1	5	6	-5	-1	4	-3
CCN1C(=O)C(=O)N(Cc2ccc(OC)c(F)c2)C1=O	-4	0.0	97	-0.7	0	6	-2	1	-9	7

# Going on with the list:
SMILES	Vif imaging	aDG glyco up	ABCB6 inh 2	MC4R barr agon	H9c2 protect	MC4R antag cAMP	CaV13 ICDI inh	N-glyco inh	PDI turbidity	m5-HT2A agonist
CC(C)CC(=O)Nc1cc2c3c(c1)C(C)C(=O)N3CCC2 (centres undefined)	15	-0.1	103	-1.4	-3	-2	-16	2	-7	4
Cc1ccc(S(=O)(=O)N(C)CC(=O)N2CCN(Cc3ccccc3)CC2)cc1	4	0.0	103	3.2	-3	3	-6	-3	3	-5
CCOc1ccc(S(=O)(=O)N2CCCCC2)cc1NC(=O)Cc1cc(OC)c(OC)c(OC)c1	-5	0.3	94	-1.1	-3	8	-12	-3	12	6
O=C(NC1CCCC1)C(c1ccsc1)N(C(=O)Cc1cccs1)c1cccc(F)c1 (centres undefined)	3	0.2	108	-1.8	2	8	x	-1	24	-4
CCCCNS(=O)(=O)/C=C/c1ccccc1	-1	0.1	101	-1.6	-8	-1	-5	-2	8	0
O=C(Nc1ccccc1[N+](=O)[O-])C1COc2ccccc2O1 (centres undefined)	-18	-0.2	97	1.5	2	2	-3	-1	-3	-1
N/C(=N\OC(=O)Oc1ccccc1)c1ccc([N+](=O)[O-])cc1	0	-0.4	103	-0.9	3	0	-7	8	18	1
COc1ccc2c(CN3CCCC3)cc(=O)oc2c1	x	-0.4	99	x	0	x	-9	3	x	9
O=C(COc1ccccc1)N/N=C/c1ccc2c(c1)OCO2	1	0.2	104	-2.1	2	-3	-3	2	1	2
Cc1ccc(Cn2ccc(NC(=O)c3noc4c3CCc3ccccc3-4)n2)cc1	-8	-0.1	99	0.1	-4	7	x	2	-4	4
COC(=O)c1[nH]c(C)c(/C(O)=C2\C(=O)C(=O)N(CCN3CCOCC3)C2c2cccnc2)c1C (centres undefined)	16	-0.2	99	-3.2	5	1	-4	0	5	-6
